Vif inh: HIV Vif inhibition; HEK293T cells, Vif self-association by quenched fluorescence, imaging, 24 h; inhibition, % at 7.49 µM; 0.35% of 340,000 active; AID 602346; in the data active = inhibition above about 50%, passing the limit was not always enough; also: some results filed as inactive read as strong as hits
PDI turbidity: PDI (human) enzyme inhibition; P07237; PDI insulin aggregation turbidity, A650, 90 min; inhibition, % at 10 µM; 0.052% of 350,000 active; AID 588391;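 active = mean inhibition across replicates of 30% or more, whatever share of single replicates reach that level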;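 also: absorbance from insulin aggregation driven by PDI reduction with DTT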
Target sequence (P07237 whole entry, looked up): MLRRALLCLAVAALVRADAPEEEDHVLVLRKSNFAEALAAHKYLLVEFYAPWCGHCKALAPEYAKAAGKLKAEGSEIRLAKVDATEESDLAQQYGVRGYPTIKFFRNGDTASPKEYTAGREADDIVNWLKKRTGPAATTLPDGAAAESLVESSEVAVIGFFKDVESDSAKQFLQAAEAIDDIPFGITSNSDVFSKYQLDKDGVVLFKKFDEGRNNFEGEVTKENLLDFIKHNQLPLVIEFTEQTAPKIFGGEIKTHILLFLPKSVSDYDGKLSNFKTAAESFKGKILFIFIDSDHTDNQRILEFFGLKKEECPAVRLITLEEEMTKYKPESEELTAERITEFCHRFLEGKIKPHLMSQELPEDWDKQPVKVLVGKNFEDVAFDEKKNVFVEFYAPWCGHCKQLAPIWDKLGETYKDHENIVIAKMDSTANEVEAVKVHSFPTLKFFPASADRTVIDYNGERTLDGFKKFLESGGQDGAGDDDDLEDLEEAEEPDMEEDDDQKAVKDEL
Cardio protect: modulators protecting cardiomyocytes from myocardial damage; H9c2 cardiomyocytes, H2O2 injury protection, ATPLite, 2 h; protection from H2O2 cell death, % at 20 µM; 0.63% of 360,000 active; AID 588492;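 active = compounds giving at least 50% protection of heart cells from peroxide-induced death in the single-dose screen, raw or plate-pattern-corrected value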;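 also: 0% = DMSO wells with peroxide and 100% = DMSO wells without peroxide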
Glyco luc inh: N-linked glycosylation inhibition; D54 ERlucT glycosylation luciferase reporter, 24 h; percent of 100 nM tunicamycin response; reporter increase, % at 12.5 µM; 0.23% of 360,000 active; AID 588692;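 active = mean luciferase reporter signal, scaled so untreated is 0 and the glycosylation-blocking control 100, at or above a set limit in every replicate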;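 also: luciferase carries N-glycosylation sites so blocking glycosylation raises the light; 0% = median of neutral control wells and 100% = median of 100 nM tunicamycin wells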
HTR2A ag: agonists of mouse serotonin 5-HT2A receptor (HTR2A) | P35363 | CHO-K1 mHTR2A beta-arrestin complementation, luminescence; percent of 30 µM serotonin response | activation, % at 7.6 µM | 0.66% of 360,000 active | AID 624169;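 active = activation above a run cutoff, the mean activation of all tested compounds plus 3 SD, cut at about 14% in these data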;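 also: 0% = plate median of compound wells and 100% = 30 µM serotonin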
Target sequence (P35363 whole entry, looked up): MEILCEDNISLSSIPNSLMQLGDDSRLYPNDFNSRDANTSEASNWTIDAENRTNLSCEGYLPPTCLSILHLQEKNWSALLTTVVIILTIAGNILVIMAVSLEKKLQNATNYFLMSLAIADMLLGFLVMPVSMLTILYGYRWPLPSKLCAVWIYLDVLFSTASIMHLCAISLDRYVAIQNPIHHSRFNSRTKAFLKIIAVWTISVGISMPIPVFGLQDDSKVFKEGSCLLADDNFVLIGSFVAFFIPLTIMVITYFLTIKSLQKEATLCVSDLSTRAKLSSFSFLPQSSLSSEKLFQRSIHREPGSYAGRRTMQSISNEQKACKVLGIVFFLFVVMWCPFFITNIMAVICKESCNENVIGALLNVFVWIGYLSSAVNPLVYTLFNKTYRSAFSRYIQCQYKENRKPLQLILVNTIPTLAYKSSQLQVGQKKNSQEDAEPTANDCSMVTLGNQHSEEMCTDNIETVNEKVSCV
iPSC survival up: hiPSC single-cell survival enhancement. ATPlite luminescence; 100% = ROCK inhibitor wells, 0% = DMSO. survival enhancement, % at 20 µM. 0.044% of 360,000 active. AID 602274; in the data active = survival enhancement above about 18%;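 also: cells exposed to compounds for 16 hours before the ATP read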
Granule exo inh: blocks lytic granule exocytosis. TALL-104 LAMP-1 surface exposure, flow cytometry; cells stimulated with thapsigargin and PMA. 0.66% of 360,000 active. AID 651702. inhibition, % at 10 µM;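 active = inhibition above about 55%, limit read from the data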
aDG glyco act: alpha-DG glycosylation activation; Pro5-aDG cells, alpha-DG glycosylation AlphaScreen (IIH6); 0% Pro5, 100% B10-LARGE cell signal; activation, % at 10 µM; 0.22% of 360,000 active; AID 624168;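 active = activation of at least 8% versus controls, or a plate z-score of at least 8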;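 also: Pro5 are CHO cells carrying HIG-tagged alpha-DG that lacks glycosylation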
CaV13 ICDI inh: Disruptors of the CACNA1D IQ motif to Ca2+-dependent inactivation inhibitor domain association, primary screening, Förster resonance energy transfer in intact living … | inhibition, % at 12.3 µM | 0.098% of 340,000 active | HEK cells, CFP/YFP FRET ICDI-IQ, plate reader, 10 min; percent FRET-ratio fall versus neutral wells;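 active = mean replicate inhibition of at least 30% and at least 1% of replicates passing that level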;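 also: 0% = median of the neutral control wells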
ABCB6 inh 2: blocks the human ABCB6 transporter; Q9NP58; K562-ABCB6 porphyrin accumulation, flow cytometry, 1 h; active compounds read low; fluorescence ratio to DMSO, % at 10 µM; 0.19% of 360,000 active; AID 602162;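 active = fluorescence ratio to DMSO below 75%, the collection mean minus 3 SD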;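 also: signal is porphyrin accumulated inside mitochondria; 100% equals median channel fluorescence of DMSO control wells; lower ratio means ABCB6 inhibition with less porphyrin fluorescence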
* marks the source's active call; other numbers are inactive results; · = not tested or not shown. Compounds as they come. Share with any hit: about 3.1%.

SMILES	Vif inh	PDI turbidity	Cardio protect	Glyco luc inh	HTR2A ag	iPSC survival up	Granule exo inh	aDG glyco act	CaV13 ICDI inh	ABCB6 inh 2
CC1(c2ccccc2)CC(C)(C)N2C(=O)C(=O)c3cccc1c32 (stereo not given)	8	23	0	3	3	-0.5	2	-0.1	2	108
Cc1sc(NC(=S)NC(=O)c2cccs2)nc1-c1ccc(C(C)C)cc1	·	2	-7	5	1	0.0	-2	0.1	-4	94
COc1ccccc1CNC(=O)CSc1ccc(C(=O)Nc2ccccc2OC)cc1[N+](=O)[O-]	-4	-6	8	0	5	12	1	-0.2	-3	104
O=c1cc(-c2ccc(O)c(O)c2)oc2cc(O[C@@H]3O[C@H](CO)[C@@H](O)[C@H](O)[C@H]3O)cc(O)c12	-2	20	9	0	-5	0.9	4	-0.1	·	98
CC1=CC(=O)Nc2ncccc2O1	2	13	-3	-1	-1	-2.1	-6	0.2	-5	97
COc1ccc(/C=N/n2cc(-c3ccc(OC)cc3)nc2N)cc1	10	-10	14	-2	-2	-4.4	-2	2.0	·	95
CN1CCC(N(C)C(=O)/C(C#N)=C\c2ccc(OC(F)F)cc2)CC1	18	13	12	1	0	2.5	-1	0.0	-7	98
O=C(Nc1nccs1)c1cnccn1	-4	-2	9	1	2	-1.3	-3	-0.1	-4	91
C=CCc1c(O)nc(SCC(=O)c2ccccc2)[nH]c1=O	·	3	3	10	-4	6.5	-1	0.2	-5	95
CC(C)Nc1nnc(SCC(=O)Nc2sccc2C#N)s1	-6	10	1	-1	-1	0.0	4	0.4	-2	93
CN1C(=O)[C@H]2[C@@H](C3CC3)N3C(=O)CN(Cc4ccccn4)C(=O)[C@@]3(Cc3ccccc3)[C@H]2C1=O	-1	-6	1	0	3	-1.1	2	0.0	-10	102
CCOC(=O)c1c(C(C)(C)C)oc2ccc(OCC#N)cc12	26	3	3	0	4	2.0	-4	0.0	-6	100
O=C(O)CCN(CC(=O)c1ccc(Cl)cc1)S(=O)(=O)c1ccc([N+](=O)[O-])cc1	-2	1	0	1	6	2.5	9	-0.2	-10	108
O=[N+]([O-])c1cc(C=NN2CCCCCC2)ccc1Cl	5	1	-7	-3	3	-0.2	33	-0.4	-18	100
N#CSC(c1ccccc1)c1nc2ccccc2[nH]c1=O (stereo not given)	-2	-1	3	1	-2	-0.4	-4	0.0	-21	101
COC(=O)c1ccc2c(=O)[nH]c(CSc3nc(-c4ccc(F)cc4)cs3)nc2c1	8	1	-8	4	0	0.4	0	-0.3	-3	98
CC1CCC2C(=O)N(c3cccc(C(=O)Nc4ccccc4Cl)c3)C(=O)C2C1 (stereo not given)	2	-7	5	3	-4	0.0	4	-0.1	-3	97
CCN(c1ccccc1)S(=O)(=O)c1ccc(C(=O)OC(C)C(=O)NCCC2=CCCCC2)cc1 (stereo not given)	-4	-1	15	2	4	2.0	-2	0.0	-6	105
COc1ccccc1C(=O)Nc1ccc(C(=O)N2CCCCC2)cc1	·	7	4	·	-1	-0.4	-1	-0.3	·	94
COC(=O)c1c(C)nc(C)c(C(=O)OC)c1-c1ccc(OC)c(OC)c1	-7	1	2	2	5	0.2	1	-0.2	-5	102
COCCNC(=O)C(c1ccc(F)cc1)N(CCOC)C(=O)CCC(=O)Nc1nccs1 (stereo not given)	1	1	1	-2	10	-1.7	1	0.4	-1	96
Cc1cc(C(=O)CSc2nnc3ccccn23)c(C)n1-c1ccccc1	·	4	-21	-22	-3	-1.2	-2	-0.1	-6	103
CNc1ccccc1C(=O)OC(C)C(=O)Nc1ccc(S(=O)(=O)N2CCCC2)cc1 (stereo not given)	-2	-3	1	-2	4	-0.3	-1	0.1	-7	103
Brc1ccccc1Cn1cnc2ccccc21	-4	-1	-11	-2	4	2.0	3	0.3	10	98
C[C@@H]1CCCCO[C@@H](CN(C)C(=O)C2CCCCC2)[C@@H](C)CN([C@H](C)CO)C(=O)c2cc(NC(=O)NC3CCCCC3)ccc2O1	0	9	-1	0	-6	-0.3	2	0.1	-6	102
O=C(CSc1nnnn1Cc1ccccc1)Nc1cccc(F)c1	11	0	-8	1	7	-0.2	3	0.0	-4	87
N#Cc1ccccc1CSc1nnc(-c2ccncc2)o1	-2	5	-6	-2	-10	-1.0	-3	0.2	·	100
O=C(COc1ccc(Cl)cc1)Nc1ccccc1Cl	-9	-2	-4	2	8	-0.3	-7	0.0	-21	99
O=C(Cn1[nH]c(=O)c2ccccc2c1=O)N1CC=C(c2ccccc2)CC1	-4	8	48*	-1	-5	2.4	0	0.1	-4	92
COc1ccc(/C=C(/NC(=O)c2ccco2)C(=O)Nc2ccc(C(=O)O)cc2)cc1	4	-5	5	1	1	-0.6	-6	0.0	-4	96
O=C(O)C1CCN(C(=O)COc2ccc3c4c(c(=O)oc3c2)CCC4)CC1	21	-2	8	0	3	6.4	-1	0.2	·	94
Oc1ccccc1CN1CCCC(N2CCc3ccccc3C2)C1 (stereo not given)	7	11	2	-1	-2	0.4	7	-0.1	-5	98
CC(C)C(NC(=O)C12CC3CC(CC(C3)C1)C2)C(=O)O (stereo not given)	16	-21	-1	0	2	3.4	2	-0.3	-6	93
COC(=O)c1ccccc1NC(=S)N(Cc1ccc2c(c1)OCO2)Cc1cc2ccc(OC)cc2[nH]c1=O	-3	4	1	-2	2	1.4	5	0.3	·	107
COc1ccc(OCC(=O)Nc2ncc3c(n2)CC(C)(C)CC3=O)cc1	-1	-3	-1	-1	3	0.4	1	2.9	-6	96
O=C(Nc1ccc(CN2CCCCC2)cc1)c1cc(Br)ccc1Cl	-2	-6	10	-2	-4	-1.4	1	0.0	-4	99
COc1ccc(C(=O)CSc2[nH]c(=O)cc(C(F)(F)F)c2C#N)cc1	-3	2	-3	1	7	0.4	3	0.0	-5	98
C/C(=N/OCO/N=C(\C)c1ccccc1)c1ccccc1	5	-5	-1	-11	-2	-1.9	4	-0.3	-2	103
C#Cc1cccc(-n2nnc(C(C)=O)c2C)c1	-4	2	8	-3	3	-0.4	7	-0.1	9	87
Cc1ccc(Nc2nc(/N=C/NO)n[nH]2)cc1C	5	-3	2	2	0	-0.8	-1	-0.1	-7	100
Cc1snc(SCC(=O)N/N=C(\N)COc2cccc(C(F)(F)F)c2)c1C#N	-6	14	-6	-1	-4	-0.1	-3	0.1	·	100
CCN(CC)CCN(C)Cc1ccc(Br)cc1	-1	3	6	0	-2	-0.1	6	0.3	·	93
COCc1cc(C)nc(OCC(=O)N/N=C/c2ccccc2)c1C#N	10	-11	-4	1	-2	-2.5	-3	-0.2	-5	100
C=CCC[C@H](Cc1ccc(F)cc1)C(=O)OC[C@H](Cc1c[nH]c2ccccc12)NC(=O)[C@H](CC=C)CC(=O)N(CCO)Cc1ccccc1	-6	5	-6	-4	1	1.7	59*	0.3	-12	102
COc1ccc(CCN(C)C(=O)C23CC4CC(CC(Cl)(C4)C2)C3)cc1OC	-6	-15	3	0	1	-0.3	5	0.2	-6	99
N/C(=N\c1nc2c(c(=O)[nH]1)CCCC2)Nc1ccccc1	·	-19	40	2	0	0.6	-3	-0.3	-5	90
Cc1ccc2c(c1)N(CC(=O)NCc1cccs1)C(=O)C(C)O2 (stereo not given)	5	3	4	-3	1	4.3	-3	0.2	-4	95
CCOC(=O)c1c(NC(=O)COC(=O)c2cnccn2)sc(C(=O)NC)c1C	14	4	2	4	8	-0.3	7	0.1	-15	97
O=C(N/N=C/c1cc([N+](=O)[O-])ccc1O)c1cccc2cc[nH]c12	13	1	24	-4	-2	-0.5	-2	-0.1	-2	95
CCC(=O)N1CCc2cc(S(=O)(=O)CCC(=O)N(C)c3ccc(OC)cc3)ccc21	-3	-5	1	1	8	-0.3	0	-0.1	-7	93
CN1CCC(OC(=O)COc2ccc(C(C)(C)C)cc2)CC1	·	14	6	2	-3	1.3	0	0.1	-9	103
CSc1ccc(C(O)c2ncc(-c3ccccc3Cl)[nH]2)cc1 (stereo not given)	0	4	-4	1	-1	0.9	9	0.2	-9	98
O=C(NCCCn1ccnc1)/C(=C/c1ccc(Cl)cc1)NC(=O)c1ccccc1	14	-2	1	5	8	-0.4	-6	0.1	-3	100
O=C(NC(=O)C(F)(F)F)Nc1ccc(S(=O)(=O)Nc2nccs2)cc1	7	9	2	2	0	0.0	-4	-0.1	-9	100
CCN1C(=O)C(CC(=O)NCCc2ccccc2)N(NC(=O)c2cccnc2)C1=S (stereo not given)	12	-3	-7	0	-5	6.2	12	0.3	·	100
C=CCn1c(SCC(=O)N(CC)C2CCS(=O)(=O)C2)nc2ccccc2c1=O (stereo not given)	-5	9	3	-1	1	0.1	-3	-0.1	2	101
CC(C)N(CCNCc1nnc(-c2ccccc2)o1)C(C)C	10	-4	-5	2	6	0.4	4	0.0	-15	100
O=C(O)c1[nH]c2ccccc2c1C(c1ccccc1)c1c(C(=O)O)[nH]c2ccccc12	5	6	3	2	3	-0.5	1	-0.1	0	96
COc1ccc(C2c3c(ncn(CCN4CCOCC4)c3=N)Oc3ccc4ccccc4c32)cc1 (stereo not given)	18	-5	-17	-2	-3	-1.7	24	0.7	-4	104
CCN(CC)c1ccc(NC(=O)c2cc(OC)cc(OC)c2)c(C)c1	12	0	-3	19	-2	0.9	-2	0.0	-5	99

A draw from above in order of count of non-hydrogen atoms, high to low:
SMILES	Vif inh	PDI turbidity	Cardio protect	Glyco luc inh	HTR2A ag	iPSC survival up	Granule exo inh	aDG glyco act	CaV13 ICDI inh	ABCB6 inh 2
COc1ccc(CCN(C)C(=O)C23CC4CC(CC(Cl)(C4)C2)C3)cc1OC	-6	-15	3	0	1	-0.3	5	0.2	-6	99
CN1CCC(OC(=O)COc2ccc(C(C)(C)C)cc2)CC1	·	14	6	2	-3	1.3	0	0.1	-9	103
N/C(=N\c1nc2c(c(=O)[nH]1)CCCC2)Nc1ccccc1	·	-19	40	2	0	0.6	-3	-0.3	-5	90

Next compounds:
SMILES	Vif inh	PDI turbidity	Cardio protect	Glyco luc inh	HTR2A ag	iPSC survival up	Granule exo inh	aDG glyco act	CaV13 ICDI inh	ABCB6 inh 2
C/C(=N\NC(=O)CSCc1ccc(Cl)cc1)c1ccc2c(c1)OCCO2	·	-10	-24	-1	-4	-1.9	5	1.1	·	98
COc1ccc(OC)c(C(=O)Nc2c(O)ccc3ccccc23)c1	-9	-3	-13	2	1	0.5	-4	0.0	-18	95
Cc1cccc(C(=O)NC2CC3CCCC(C2)N3S(=O)(=O)c2ccccc2)c1 (stereo not given)	-3	-2	14	-3	0	0.8	2	0.0	-8	98
O=C(Nc1ccccc1)Nc1ccc(Cl)c([N+](=O)[O-])c1	-14	7	-21	-4	-3	-1.0	-3	0.3	-2	100
CCOC(=O)C(=CNc1ccc(NC2=NCC(C)S2)cc1)C(=O)OCC (stereo not given)	0	8	14	1	6	-0.9	2	1.1	-5	100
CCOCCn1c(C(C)C)nc2ccccc21	-5	-6	2	-2	2	-0.9	0	0.0	-4	101
COc1cc(CN2CCNC(=O)C2CC(=O)N2CCc3ccccc3C2)cc(OC)c1 (stereo not given)	-13	-1	1	1	-3	2.2	-4	-0.2	-4	103
COc1ccc(-n2c(SCC(=O)Nc3ccc(NC(C)=O)cc3)nc3ccccc3c2=O)cc1	-13	-1	-2	-2	2	1.5	-6	0.0	-5	99

Screening results (PubChem)
